From PubChem BioAssay
NR2E3 ag-1 = NR2E3 agonists in two-hybrid cells, primary screen, cell-based, luminescence, CHO-S, Gal4-NCOR/VP16-NR2E3. luciferase. inhibition of corepressor binding, % at 3.98 µM. 360,000 tested, 0.35% active. AID 602229, 2012;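 active = inhibition above the mean of all tested compounds plus 3 SD, cut at about 70% in these data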;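 note: 0% = DMSO with NR2E3 transfected cells and 100% = cells lacking NR2E3 construct; higher means lower luciferase signal from less NR2E3 corepressor binding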
Target sequence (Q9Y5X4 whole entry, looked up, the tested form may be a part): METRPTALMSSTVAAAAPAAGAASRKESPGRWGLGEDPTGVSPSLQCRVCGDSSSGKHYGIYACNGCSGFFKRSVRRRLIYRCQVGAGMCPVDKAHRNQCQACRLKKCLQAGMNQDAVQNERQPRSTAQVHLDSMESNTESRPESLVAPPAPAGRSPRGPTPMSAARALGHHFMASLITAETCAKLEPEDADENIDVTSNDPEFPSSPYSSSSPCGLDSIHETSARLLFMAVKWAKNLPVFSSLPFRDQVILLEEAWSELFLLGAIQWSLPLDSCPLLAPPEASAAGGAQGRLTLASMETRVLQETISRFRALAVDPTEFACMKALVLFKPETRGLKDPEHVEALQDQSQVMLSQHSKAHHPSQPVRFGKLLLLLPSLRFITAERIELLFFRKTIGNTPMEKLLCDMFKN
Shn3 3UTR inh = reduction of Shn3 3'UTR firefly luciferase signal, primary screen, Schnurri-3 inhibitor project, cell-based, Clone20 osteoblasts, set 2 | Clone20 osteoblast Shn3 3'UTR firefly luciferase, 24 h | inhibition, % at 12.5 µM | 360,000 tested, 0.52% active | AID 588674, 2011;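 active = mean inhibition of at least 75% with every replicate also reaching 75%; inconclusive = mean inhibition at least 75% but some replicate below; inactive = mean inhibition below 75%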;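 note: 0% = median of neutral control wells and 100% = pilot-screen positive control compound; some compounds past the cut are filed as inactive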
KKLEB cytotox = cytotoxicity in KKLEB CF airway cells, primary screen, cytotoxicity control for CF NF-kB inhibitor project, cell-based, uHTS, fluorescence assay plates; AID 602141, 2011; activity change (cytotoxicity), % at 5 µM; 360,000 tested, 0.36% active; KKLEB CF airway cells viability, ATPlite luminescence, overnight; stronger effect = lower value; cells stimulated with P. aeruginosa culture filtrate;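 active = corrected activity change at or below -50% at 5 µM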
HIF-2a inh = HIF-2a reporter inhibitors, primary screen, luminescence, 786-0 RCC cells; 786-0 RCC cells HIF-2a reporter, luciferase luminescence, overnight; inhibition, % at 18.8 µM; 360,000 tested, 0.72% active;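 active = inhibition of the luminescence signal of 40% or more relative to plate controls, in a single-dose primary screen at 18.75 µM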
Peg3 prom inh = Peg3 promoter-driven luciferase inhibitors, primary screen, cell-based, HeLa, luciferase luminescence; HeLa PEG-Prom luciferase reporter, overnight; inhibition, % at 20 µM; 360,000 tested, 1.7% active; AID 588405, 2011;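 active = inhibition of at least 50% at 20 µM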
Vif inh = HIV Vif self-association inhibitors, primary screen, imaging, HEK293T, single point; HEK293T cells, Vif self-association by quenched fluorescence, 24 h; 340,000 tested, 0.35% active; inhibition, % at 7.49 µM; in the data active = inhibition above about 50%, passing the limit was not always enough; inconclusive = no clear call, values can overlap the other calls; inactive = below about 31%; note: some results filed as inactive read as strong as hits
CF NFkB block = inhibitors of PAF-induced NF-kB signaling, primary screen, cell-based, GFP fluorescence, uHTS; KKLEB NF-kB-GFP reporter, GFP fluorescence overnight; inhibition, % at 5 µM; 360,000 tested, 0.86% active; AID 588850, 2011;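 active = at least 50% inhibition at 5 µM, scaled per plate between neutral and stimulator controls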;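 note: PAF is a Pseudomonas aeruginosa culture filtrate used as stimulus; plate controls were PAF-stimulated DMSO wells for no effect and unstimulated DMSO wells for full effect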
PDI inh = inhibitors of human PDI, primary screen, biochemical, turbidity, single point, plate reader; PDI insulin aggregation turbidity, A650, 90 min; inhibition, % at 10 µM; 350,000 tested, 0.052% active;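 active = mean inhibition across replicates of 30% or more, whatever share of single replicates reach that level; inconclusive = mean inhibition below 30% while every single replicate reaches 30%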;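 note: absorbance from insulin aggregation driven by PDI reduction with DTT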
Target sequence (P07237 whole entry, looked up): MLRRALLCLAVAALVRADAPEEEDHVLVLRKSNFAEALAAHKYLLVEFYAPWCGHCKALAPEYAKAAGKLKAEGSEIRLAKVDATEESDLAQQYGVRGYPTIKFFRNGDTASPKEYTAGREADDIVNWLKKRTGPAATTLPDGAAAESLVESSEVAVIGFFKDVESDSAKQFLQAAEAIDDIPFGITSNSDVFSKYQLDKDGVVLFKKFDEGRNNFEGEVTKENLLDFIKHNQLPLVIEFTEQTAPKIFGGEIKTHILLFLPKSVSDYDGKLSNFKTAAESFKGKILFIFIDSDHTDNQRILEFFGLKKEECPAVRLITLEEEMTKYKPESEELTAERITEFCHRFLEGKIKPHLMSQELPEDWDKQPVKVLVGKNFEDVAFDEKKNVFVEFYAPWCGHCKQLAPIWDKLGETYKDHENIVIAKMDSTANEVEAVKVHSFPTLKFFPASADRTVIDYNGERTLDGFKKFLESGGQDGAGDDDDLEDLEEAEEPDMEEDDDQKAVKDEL
NR2E3 ag-2 = inhibitors of NR2E3-RetCOR corepressor binding, primary screen, NR2E3 agonist project, biochemical, TR-FRET, GST-NR2E3, biotin-RetCOR; 1536-well; 320,000 tested, 0.12% active; inhibition of corepressor binding, % at 4.78 µM; AID 2300, 2010; Photoreceptor-specific nuclear receptor (Homo sapiens), Q9Y5X4;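 active = percent inhibition above the cutoff of mean plus 3 SD of all tested compounds, set per screening campaign, cut at about 20% in these data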;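 note: 0% = DMSO wells and 100% = biotin wells as full block of FRET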
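Material: NR2E3–RetCOR corepressor complex / Amount: 1.35 nM GST-NR2E3 / Medium: Tris pH 7.5 / Compound: single nominal compound dose of 4.8 µM / Incubation: 5 h at 4 °C / Technique: TR-FRET, Eu(K)-anti-GST donor, streptavidin-D2 acceptor, ex 340, em 617/671 nm / Read-out basis: percent loss of FRET ratio relative to control wells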
CaV13 FRET inh = Primary screen for inhibitors of IQ motif and Ca2+-dependent inactivation inhibitor domain binding in CACNA1D, Förster resonance energy transfer in living cells, …; HEK cells, CFP/YFP FRET ICDI-IQ, plate reader, 10 min; percent FRET-ratio fall versus neutral wells; inhibition, % at 12.3 µM; 340,000 tested, 0.098% active;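 active = mean replicate inhibition of at least 30% and at least 1% of replicates passing that level; inconclusive = only one of the two criteria is met; inactive = neither criterion is met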;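 note: 0% = median of the neutral control wells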
MITF TRPM1 inh = inhibitors of MITF-dependent TRPM1 promoter reporter, primary screen, cell-based, SK-MEL-5, single point, luciferase; SK-MEL-5 TRPM1 promoter luciferase, 24 h; inhibition, % at 12.5 µM; 330,000 tested, 0.83% active; AID 488899, 2010;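 active = mean inhibition across replicates of 60% or more, whatever share of single replicates reaches that level; inconclusive = some that reach 60%, reason not given; inactive = mean inhibition across replicates below 60%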; note: values of inactives mirror those of a sister screen read the other way
* = called active by the depositor; u = inconclusive; x = not tested or not shown.

SMILES	NR2E3 ag-1	Shn3 3UTR inh	KKLEB cytotox	HIF-2a inh	Peg3 prom inh	Vif inh	CF NFkB block	PDI inh	NR2E3 ag-2	CaV13 FRET inh	MITF TRPM1 inh
COc1ccc(C(=O)N=c2sc3ccccc3n2C)cc1	-156.6	-36.7	-20.3	-232.7	-271.8	-6.9	-7.8	0.0	2.1	-7.1	-54.5
CN1CCN(CCNC(=O)Nc2ccc([N+](=O)[O-])cc2)CC1	-3.4	10.9	-8.2	11.2	15.0	-1.9	-7.8	1.1	-1.6	-4.2	-4.0
COc1ccc(-c2noc(CCC(=O)N(C)c3cccc(C)c3)n2)cc1	-16.4	6.7	6.1	20.3	15.4	-14.2	2.2	3.0	0.3	1.6	-3.1
Cc1cccc(OCCNC(=O)c2ncn[nH]2)c1	-18.2	-10.2	2.3	0.4	9.0	3.9	3.9	1.0	2.6	-10.3	0.9
Cc1ccc(NC(=S)NCC2CCN(C(C)c3ccccc3)C2)cc1C (configuration not stated)	4.7	7.1	2.7	-13.1	12.1	-2.5	0.2	1.0	1.7	-2.8	1.4
COc1ccc(-n2c(C)nnc2SCC(=O)N2CCOCC2)cc1	-4.6	-6.0	-10.1	10.2	-2.8	-2.6	7.0	-4.1	-0.5	2.3	-2.7
CCC(NC(=O)C1CCC1)c1ccc(C)cc1 (configuration not stated)	2.2	28.4	-4.3	3.2	2.3	-7.0	8.0	-8.4	-0.9	-27.4	-5.9
O=C(NNC1=C(C(=O)C(F)(F)F)CCC1)c1ccncc1	4.8	-25.1	-10.9	15.5	3.4	-1.5	-1.5	7.5	-4.2	-4.4	-13.4
NC(=O)C1C2CCC(C2)C1C(N)=O (configuration not stated)	11.6	11.0	-10.6	4.8	6.7	11.7	-12.5	2.9	x	-4.9	2.7
Cn1cccc1CC(=O)NNC(=S)NC(=O)c1ccc(F)cc1	-21.7	-6.0	-11.0	-46.3	1.3	-3.7	16.4	3.6	0.6	0.3	14.1
Cc1ccccc1NC(=O)C1CCN(C(=O)NC2CCCCC2)CC1	-8.0	0.7	-4.7	3.8	7.6	0.3	-16.3	2.2	1.1	-3.3	9.6
CCC(=O)N1CCN(c2ccnc3cc(Cl)ccc23)CC1	-27.3	-40.7	-2.6	27.6	8.6	2.6	5.7	-15.4	-1.6	-3.9	-3.6
O=C(CSc1nnc(Cc2ccccc2)o1)NCCc1ccccc1	21.7	-33.5	-2.6	11.3	5.5	-2.2	-6.3	-2.7	2.3	-9.9	1.4
Cc1nc2cc(C(F)(F)F)ccc2n1CCNc1nc(-c2cc(Cl)c(N)c(Cl)c2)cs1	7.4	-5.5	-6.5	10.4	4.2	5.6	-5.7	-1.7	0.2	-2.2	-1.3
Cc1ccc(S(=O)(=O)NCCC(=O)Nc2ccc(S(=O)(=O)NC(C)C)cc2)cc1	-4.1	8.2	11.6	17.0	25.1	28.0	-9.8	2.6	3.0	-2.9	6.7
Cc1ccc2[nH]c3c(c2c1)CN(C(=O)CN1CCN(c2ccccn2)CC1)CC3	-14.3	-0.4	-0.8	18.4	15.7	-4.2	-7.3	-4.6	2.3	x	5.7
CCOc1ccc(NC(=O)C2CCCN(S(=O)(=O)c3ccc4c(c3)CC(C)N4C(C)=O)C2)cc1 (configuration not stated)	-3.6	19.8	10.6	5.1	8.0	-0.3	1.3	-2.6	0.2	-5.2	0.8
O=C(Nc1ccccc1)NC1CCCc2ccccc21 (configuration not stated)	-1.1	13.7	2.4	-5.9	-2.6	2.4	-5.1	6.4	-3.9	-7.3	5.2
COc1ccc(COC(=O)c2sc3nc4n(c(=O)c3c2C)CCC4)cc1	4.2	-5.4	2.5	-54.0	-38.2	-1.8	13.6	-0.1	2.3	-5.4	-8.7
COc1cc(NC(=O)c2ccccc2F)c(OC)cc1NC(=O)CN1CCCCC1	-8.2	-6.1	-6.4	-24.4	-5.5	4.7	-9.3	-2.2	2.5	-3.1	12.0

6 structures out of the list, arranged by count of non-hydrogen atoms, falling.
SMILES	NR2E3 ag-1	Shn3 3UTR inh	KKLEB cytotox	HIF-2a inh	Peg3 prom inh	Vif inh	CF NFkB block	PDI inh	NR2E3 ag-2	CaV13 FRET inh	MITF TRPM1 inh
COc1cc(NC(=O)c2ccccc2F)c(OC)cc1NC(=O)CN1CCCCC1	-8.2	-6.1	-6.4	-24.4	-5.5	4.7	-9.3	-2.2	2.5	-3.1	12.0
Cc1ccc(S(=O)(=O)NCCC(=O)Nc2ccc(S(=O)(=O)NC(C)C)cc2)cc1	-4.1	8.2	11.6	17.0	25.1	28.0	-9.8	2.6	3.0	-2.9	6.7
COc1ccc(COC(=O)c2sc3nc4n(c(=O)c3c2C)CCC4)cc1	4.2	-5.4	2.5	-54.0	-38.2	-1.8	13.6	-0.1	2.3	-5.4	-8.7
Cc1ccccc1NC(=O)C1CCN(C(=O)NC2CCCCC2)CC1	-8.0	0.7	-4.7	3.8	7.6	0.3	-16.3	2.2	1.1	-3.3	9.6
CCC(=O)N1CCN(c2ccnc3cc(Cl)ccc23)CC1	-27.3	-40.7	-2.6	27.6	8.6	2.6	5.7	-15.4	-1.6	-3.9	-3.6
O=C(Nc1ccccc1)NC1CCCc2ccccc21 (configuration not stated)	-1.1	13.7	2.4	-5.9	-2.6	2.4	-5.1	6.4	-3.9	-7.3	5.2

(more compounds)
SMILES	NR2E3 ag-1	Shn3 3UTR inh	KKLEB cytotox	HIF-2a inh	Peg3 prom inh	Vif inh	CF NFkB block	PDI inh	NR2E3 ag-2	CaV13 FRET inh	MITF TRPM1 inh
CCCc1nc2ccccc2n1CCOC	-79.6	-19.0	2.9	-5.5	-2.1	3.9	10.7	-3.5	-0.3	-6.6	-28.7
Cc1ccccc1CSCC(=O)Nc1c(C)n(C)n(-c2ccccc2)c1=O	7.8	-10.9	9.0	12.9	1.6	-0.3	3.3	-3.8	3.2	x	-1.0
N/C(=N\OC(=O)CCc1ccccc1)c1ccc(Cl)cc1	-4.3	-48.4	0.1	-276.7	-83.6	1.9	-11.6	4.8	5.4	x	-21.1
C=CC1=C2C=C(C3CC3)N(CC3CC3)C=C2C(=O)C(C)(OC(=O)c2ccco2)C1=O (configuration not stated)	-14.1	-9.4	-20.4	4.5	-0.8	x	12.2	11.0	0.7	-4.5	8.8
O=C(N1CCOCC1)N1CCN(c2ccccc2)CC1	-31.3	-9.5	-5.7	14.4	5.4	5.1	7.6	1.2	-0.2	-3.5	5.7
Clc1cccc(-c2nc(NCCCN3CCOCC3)c3ccccc3n2)c1	4.4	-1.5	10.4	-28.1	23.9	-8.1	-12.8	-2.3	0.1	-1.9	2.0
CCC(=O)N1CCN(c2ccc(NC(=O)COc3ccccc3Cl)cc2)CC1	2.8	25.5	6.4	-27.2	-4.8	x	-3.8	1.4	3.0	-7.6	6.1
Cc1cc2oc(=O)cc(CN3CCN(Cc4ccccc4)CC3)c2cc1Cl	2.3	-12.3	-10.8	5.2	15.5	2.3	11.7	3.6	2.9	x	-6.4
COc1ccc(C(O)c2ncc(-c3cccc(F)c3)[nH]2)cc1F (configuration not stated)	-3.1	9.6	-1.8	-11.2	8.5	-3.3	-7.6	0.7	x	-6.3	x
COc1ccc(S(=O)(=O)Nc2cccc(N(C)S(C)(=O)=O)c2)cc1Br	24.0	46.6	3.9	19.0	2.5	-17.0	8.5	9.2	-0.3	-5.9	10.0
O=C(O)c1ccc(Oc2ccc([N+](=O)[O-])cc2)c([N+](=O)[O-])c1	11.1	-4.1	22.1	-2.5	-1.1	-16.1	-33.2	2.3	x	-4.5	6.5
CCOCCn1c(CN2CCC(Cc3ccccc3)CC2)nc2c1c(=O)n(C)c(=O)n2C	-9.0	-3.2	9.3	6.2	-0.7	-1.1	2.4	-3.1	-1.1	-7.1	2.4
COc1ccc(C)cc1NC(=O)c1[nH]c(C)c(C(C)=O)c1C	-0.2	5.3	5.9	-17.4	4.5	-1.6	-28.4	-0.7	-1.7	-8.2	11.2
COc1ccc(-c2nc3ccc(Br)cn3c2Cc2ccc(C)cc2)cc1OC	-1.7	-12.1	-19.9	-136.7	-58.2	x	20.9	x	x	-7.1	x
COCCNC(=O)Cn1c(=O)n(CCCC(=O)NCc2ccc3c(c2)OCO3)c(=O)c2sccc21	-15.0	1.8	0.5	-8.3	-8.3	u	-5.4	0.7	1.9	-2.2	2.7
Cc1cc(C(=O)OCc2nc3ccccc3s2)c(C)o1	-66.6	-27.1	-3.8	-150.4	-306.8	u	-3.7	1.6	0.5	x	-66.5
CC(C)CNC(=O)c1ccc2c(c1)C(=O)N(Cc1ccco1)C2=O	-4.8	17.8	-7.8	5.2	-2.7	3.0	-10.0	-5.2	5.0	-2.5	6.8
Cc1nn(Cc2ccccc2Cl)c2sc(C(=O)Nc3ccccc3N3CCOCC3)cc12	12.0	21.1	-13.5	5.1	34.0	-30.4	27.8	-2.9	1.5	-5.6	10.9
Oc1ccc(Cl)cc1C1=NNC(c2cc(Br)cc3c2OCOC3)C1 (configuration not stated)	27.0	8.1	5.6	25.9	26.4	-3.1	-15.9	-2.0	1.5	-5.0	4.5
COCCn1c(SCC(=O)NC(C)c2ccc(F)cc2)nc2ccccc21 (configuration not stated)	15.4	13.4	-6.7	12.9	-14.7	-12.9	21.1	-1.6	1.1	-4.9	11.8
Cc1cccc(NC(=S)NC2CC3CCC(C2)N3Cc2ccco2)c1C (configuration not stated)	0.2	-2.3	-4.0	10.7	20.2	4.6	24.5	1.9	0.5	-6.3	4.4
CC(=O)Nc1ccc(S(=O)(=O)NCCC(=O)Nc2ccc(C)c(F)c2)cc1	-4.3	-6.6	-2.7	4.2	10.7	-7.7	-10.4	-1.1	0.2	-4.8	-3.7
Cc1cc(C)nc(N(C#N)CCOc2ccccc2)n1	-5.3	13.6	-5.9	-34.0	-10.8	x	19.0	11.9	-3.0	-4.7	-0.1
Cc1c(Cc2c(C)n(C)n(-c3ccccc3)c2=O)c(=O)n(-c2ccccc2)n1C	8.0	13.6	5.4	1.8	0.5	-1.8	4.4	20.4	-1.9	-17.9	-1.8
